Source: PubChem BioAssay (several laboratories)
NadD block: blocks S. aureus nicotinate mononucleotide adenylyltransferase; purified NadD enzyme, colorimetric absorbance read-out; inhibition, % at 20 µM; hit rate 0.78% among 360,000; AID 602399; in the data active = inhibition above about 26%; note: some compounds past the cut are filed as inactive
TbMetRS inhib: blocks T. brucei methionyl-tRNA synthetase activity; hit rate 0.4% among 360,000; inhibition, % at 11.9 µM; purified T. brucei MetRS, ATP depletion, Kinase-Glo luminescence;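 active = inhibition above a per-plate cutoff of the control wells' mean inhibition plus 3 SD, cut at about 5.5% in these data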;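 note: 0% = DMSO wells median and 100% = median of wells with control inhibitor compound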
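Dosing: 11.9 µM compound single dose, 0.9% DMSO; Assay system: purified T. brucei MetRS enzyme; Measured by: Kinase-Glo luciferase luminescence reporting remaining unconsumed ATP; Schedule: 15 min plus 2 h at 25 °C.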
STEP block: blocks human striatal-enriched tyrosine phosphatase; P54829; recombinant STEP, OMFP fluorogenic substrate, fluorescence; inhibition, % at 20 µM; hit rate 0.25% among 360,000;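 active = inhibition at 20 µM, scaled per plate between control wells, above about 37%, limit read from the data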;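 note: 0% = DMSO with enzyme and substrate and 100% = substrate only without enzyme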
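Material: STEP (striatal-enriched tyrosine phosphatase) enzyme, cell-free; Compound dosing: 20 µM single dose in 1% DMSO; Technique: fluorescence read at 480 nm ex / 540 nm em; Times: reaction 20 min, ambient temperature; Medium: 50 mM Bis-Tris pH 6.0 with 2.5 mM DTT and 0.005% Tween 20; Also added: OMFP at 25 µM.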
MsrA inhibitor: inhibits bovine methionine sulfoxide reductase A; purified bovine MsrA, absorbance read-out; inhibition, % at 15.5 µM; hit rate 0.75% among 360,000; AID 651718; in the data active = inhibition above about 4.5%;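 note: 0% = vehicle wells with enzyme and 100% = reference inhibitor wells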
Scp1 inh: Scp-1 (human) phosphatase inhibition | Q9GZU7 | Recombinant Scp1, phosphopeptide, malachite green phosphate absorbance | inhibition, % at 20 µM | hit rate 0.88% among 340,000;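 active = inhibition above about 50% at 20 µM, limit read from the data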;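 note: plate controls were DMSO wells with enzyme for no effect and wells lacking enzyme for full effect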
Target sequence (Q9GZU7 76-261 limits assumed): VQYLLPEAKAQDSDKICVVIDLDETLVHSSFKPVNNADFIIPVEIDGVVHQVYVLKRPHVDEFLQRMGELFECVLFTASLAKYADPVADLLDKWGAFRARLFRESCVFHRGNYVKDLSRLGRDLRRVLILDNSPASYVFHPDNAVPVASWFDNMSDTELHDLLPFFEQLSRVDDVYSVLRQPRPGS
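Test system – truncated SCP-1 phosphatase (76-261aa) · Reagent – Phosphorylated 17-residue peptide substrate · Incubation – 45 min room-temperature reaction, 5 min colour, 30 min stabiliser · Detection – colorimetric phosphate reagent with accelerator and stabiliser, absorbance at 630 nm · Measure – % inhibition at 20 µM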
Rpn11 block: blocks the human proteasome subunit Rpn11. human 26S proteasome, Ub4-pepOG fluorescence polarization; 20S core pre-blocked with epoxomicin. hit rate 0.59% among 360,000. AID 588493. calls only at 20 µM;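 active = inhibition at 20 µM, scaled to each plate's controls, above about 33%, limit read from the data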
Target sequence (O00487 whole entry, looked up): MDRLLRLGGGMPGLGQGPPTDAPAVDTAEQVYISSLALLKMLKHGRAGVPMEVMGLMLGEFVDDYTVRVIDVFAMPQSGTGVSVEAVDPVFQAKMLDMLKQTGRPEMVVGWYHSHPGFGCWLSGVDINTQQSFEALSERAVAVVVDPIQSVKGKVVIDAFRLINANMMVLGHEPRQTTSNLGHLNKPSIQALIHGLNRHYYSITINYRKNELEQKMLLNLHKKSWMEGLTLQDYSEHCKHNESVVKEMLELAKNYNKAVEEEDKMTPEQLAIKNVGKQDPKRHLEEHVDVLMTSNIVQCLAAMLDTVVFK
DNMT1 block: DNMT1 (human) enzyme inhibition. hit rate 0.83% among 360,000. P26358. inhibition (reported as % activation of signal), % at 10 µM. AID 588458. DNMT1 molecular beacon, Hinp1I cleavage, fluorescence; in the data active = inhibition above about 50%
SUMO1-SIM PPI: modulators of human SUMO1-mediated protein-protein interactions | P63165 | SUMO1 binding to a labelled peptide, TR-FRET, 1 h | inhibition, % at 20 µM | hit rate 0.33% among 360,000 | AID 602429; in the data active = inhibition above about 37%
Target sequence (P63165 whole entry, looked up): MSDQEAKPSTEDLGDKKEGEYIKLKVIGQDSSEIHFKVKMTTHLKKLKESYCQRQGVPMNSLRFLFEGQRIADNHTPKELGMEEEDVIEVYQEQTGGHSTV
LMPTP block: blocks human LMPTP phosphatase. hit rate 0.22% among 360,000. AID 651560. recombinant LMPTP-A, OMFP fluorogenic substrate, fluorescence intensity. P24666. inhibition, % at 20 µM;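 active = compounds that cut the enzyme signal by at least half of the control window in the single-dose screen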;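 note: plate controls were DMSO wells with enzyme plus substrate for no effect and substrate without enzyme for full effect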
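Buffer or medium: Bis-Tris pH 6.0, DTT, detergent; Assay system: LMPTP-A enzyme; Quantity: 0.625 nM enzyme; Detection: endpoint fluorescence intensity; Times: 50 min dark incubation at room temperature; Controls: substrate-only low control, DMSO enzyme-plus-substrate high control; Doses: single 20 µM dose; Read-out: percent inhibition versus substrate-only and uninhibited controls; Reagent: 400 µM OMFP.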
CSN inh: blocks human CSN-mediated cullin deneddylation | Purified CSN, SCF-Nedd8-OG deneddylation, fluorescence polarization | hit rate 0.38% among 360,000 | inhibition, % at 12.5 µM | AID 651999 | Q92905;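 active = pattern-corrected inhibition above about 35%, with an unprinted fluorescence ratio check between 0.5 and 1.5, limit read from the data, passing the limit was not always enough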;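 note: 0% = enzyme with substrate and 100% = substrate without enzyme; some results filed as inactive read as strong as hits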
Target sequence (Q92905 whole entry, looked up, one chain of several): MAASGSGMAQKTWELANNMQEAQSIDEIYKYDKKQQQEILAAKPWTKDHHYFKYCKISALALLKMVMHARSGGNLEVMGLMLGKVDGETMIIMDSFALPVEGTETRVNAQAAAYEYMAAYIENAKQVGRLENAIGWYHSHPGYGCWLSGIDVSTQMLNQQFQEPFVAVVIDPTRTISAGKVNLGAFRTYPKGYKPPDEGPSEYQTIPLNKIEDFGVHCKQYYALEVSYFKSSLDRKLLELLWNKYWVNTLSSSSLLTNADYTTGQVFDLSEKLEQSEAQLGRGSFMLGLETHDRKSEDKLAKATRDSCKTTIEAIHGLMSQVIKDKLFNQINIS
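Test system: Human Csn5 produced in HEK293T cells | Compound: 12.5 µM single point | Times: 90 min, room temperature | Signal: Fluorescence polarization readout | Read-out basis: % inhibition of substrate cleavage by Csn5 | Controls: no-enzyme wells high, enzyme-with-substrate wells low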
* = called active by the depositor; i = inactive; · = no result given; + = active, no number; & = joins results of further samples.

SMILES | NadD block | TbMetRS inhib | STEP block | MsrA inhibitor | Scp1 inh | Rpn11 block | DNMT1 block | SUMO1-SIM PPI | LMPTP block | CSN inh
CN(C)S(=O)(=O)c1cccc(NC(=O)c2cccc(N3C(=O)CCC3=O)c2)c1 | -5 | -0.1 | 0 | -0.6 | -6 | i | 4 | 2 | -0.7 | -1
COCCn1c(-c2ccccc2)nc(=S)c2c1CC(C)(C)OC2 | -4 | -0.6 | 0 | 2.9 | -8 | i | 8 | -2 | 0.3 | -1
CCOC(=O)c1ccc(NC(=O)Nc2nncs2)cc1 | -3 | 0.4 | -1 | 0.0 | · | i | -3 | 11 | -4.8 | -4
CN=C(NC#N)NCCSCc1nc[nH]c1C | 4 | -0.5 | 0 | -0.4 | -9 | i | 2 | 0 | 0.2 | -4
O=C(c1ccco1)N1CCN(Cc2nc3cc(Cl)ccc3c(=O)[nH]2)CC1 | 3 | -0.7 | -1 | 1.6 | -3 | i | 1 | 12 | -1.5 | -1
CC(Oc1ccc2oc(-c3ccccc3)c(C(=O)O)c2c1)C(=O)O (stereo not drawn) | -9 | -1.1 | -3 | -0.1 | -5 | i | 3 | 0 | -0.8 | 5
C[n+]1cc(-c2ccccc2)n2c1CCCCC2 | 14 | -0.7 | 2 | · | 15 | i | 6 | 4 | 0.8 | 3
CC(C)(C)OC(=O)NCCCCCNC(=O)c1nc[nH]c1C(=O)N1CCN(c2ccccc2)CC1 | 3 | -0.5 | 0 | -0.7 | -2 | i | 1 | 2 | -1.7 | 2
CCCC(=O)Nc1cc(Cl)ccc1N1CCN(C(=O)CC)CC1 | -6 | -0.3 | 0 | 2.7 | -8 | i | 1 | -2 | -3.6 | -3
COC(=O)c1c(C)[nH]c(C(=O)OCC(=O)c2c(N)n(CC(C)C)c(=O)n(C)c2=O)c1C | -1 | 0.3 | -2 | -0.3 | -8 | i | -9 | 2 | 0.3 | 4
COC(=O)c1sccc1NC(=O)c1ccccc1Br | -8 | -0.4 | 2 | 0.7 | -11 | i | 3 | 2 | 0.9 | -3
Cc1cccn2cc(CNC(=O)C3CCCCC3)nc12 | 8 | -0.6 | 0 | -0.8 | -8 | i | 0 | -3 | -0.9 | 2
CSc1ccccc1OCc1cc(C(=O)N2CCN(Cc3nccn3C)CC2)no1 | -2 | -0.1 | -1 | 0.1 | 1 | i | 1 | -12 | -3.9 | 0
O=C(Nc1nnc(COc2ccc(Cl)cc2)s1)c1ccco1 | 1 | -0.8 | 12 | -0.8 | -1 | i | -1 | 6 | 20 | 1
O=C(CCN1C(=O)C2C3CCC(C3)C2C1=O)OCC(=O)c1cccc([N+](=O)[O-])c1 (stereo not drawn) | -3 | -0.1 | 0 | -0.3 | -9 | i | 5 | -16 | -1.4 | -6
Cc1ccc(C)c(NS(=O)(=O)c2ccc(NC(=O)CSc3ccc(Cl)cc3)cc2)c1 | -5 | -0.6 | 2 | 1.8 | -10 | i | 3 | 0 | 0.5 | -4
COc1ccc(N=C2SC(C(=O)Nc3ccc4c(c3)OCO4)CC(=O)N2C)cc1 (stereo not drawn) | 2&12 | 0.1&-0.9 | -1&-2 | -0.4 | -4&-2 | i | 3&-13 | -5&-1 | -0.5&1.4 | -4&2
COc1ccc(-c2noc(-c3cc(C)cc(C)c3)n2)cc1OC | -4 | -0.6 | 4 | 0.3 | -10 | i | 2 | -3 | 0.8 | 10
CC(=O)Nc1ccc(SC[C@H](Cc2ccccc2)N2CCN(CC(C)C)CCC2=O)cc1 | -1 | 0.0 | -3 | 0.4 | 3 | i | -7 | 3 | -2.6 | 0
COc1ccc(CC(=O)NNC(=O)c2ccco2)cc1 | -5 | -0.2 | 0 | -1.2 | -8 | i | 3 | -5 | -0.7 | 0
O=C(CNCc1ccccc1Cl)Nc1ccc2c(c1)OCCO2 | -2 | 3.0 | 3 | -0.3 | 3 | i | -3 | 0 | -2.3 | -1
O=C(COC(=O)c1ccccn1)c1ccc(Br)cc1 | -5 | -0.4 | -1 | -0.6 | -10 | i | -3 | -2 | -1.5 | 2
CCc1ccccc1OCC(=O)Nc1ccc(N2CCCC2)cc1C | 23 | -0.4 | 0 | -0.7 | 1 | + | 53* | -39 | 5.2 | 20
CCOc1ccc(NC(=O)CSc2nc3ccccc3nc2N2CCCC2)cc1 | -2 | 0.6 | 4 | 0.1 | -1 | i | -8 | 1 | 5.2 | -2
O=C(Nc1ccc(F)cc1)C(c1ccccc1)N1CCN(S(=O)(=O)c2ccc3ccccc3c2)CC1 (stereo not drawn) | 29 | -1.5 | 0 | 1.5 | 5 | i | 4 | -1 | 1.8 | -20
CC(=O)c1ccc(O)c(CSc2nncn2C)c1 | -7 | -0.6 | -2 | 0.3 | -5 | i | 4 | 6 | -0.3 | -2
COc1ccc(Cn2c(=S)[nH]c3ccccc3c2=O)cc1 | -5 | 0.9 | 0 | -0.9 | -16 | i | -2 | 4 | 3.7 | 1
COc1ccc(CCC(=O)OCC(=O)Nc2ccc(OC)c(OC)c2)cc1OC | -4 | -1.1 | -3 | 0.2 | 2 | i | 2 | 1 | -0.6 | 3
O=C(c1ccco1)N1CCN(C(=O)c2cc(-c3ccccc3F)no2)CC1 | -5 | -0.3 | 4 | -1.4 | -7 | i | -2 | 8 | -0.9 | 1
CCc1nc2ccc(C(=O)N3CCN(C(=O)c4ccco4)CC3)cn2c1N(C)C(=O)Nc1ccccc1OC | 6 | -0.4 | -2 | -1.2 | · | i | -2 | -2 | -4.8 | 8
CC(C)(C)C(O)CN1CCCC1 (stereo not drawn) | -4 | -0.3 | -5 | -1.7 | 0 | i | 6 | -1 | 1.0 | -6
CCCC(=O)Nc1nc2c(c(=O)[nH]1)CCCC2 | 2 | 0.2 | 7 | 1.5 | -2 | i | 1 | 2 | -0.9 | -2
CC(=O)c1ccc(OCC(=O)N2CCN(S(=O)(=O)c3ccc(Br)s3)CC2)cc1 | 0 | -0.2 | -1 | -0.3 | 2 | i | -3 | -2 | 1.1 | 1
CN(C(=O)c1cc(-n2cnnc2)ccc1Cl)c1ccccc1 | 3 | -1.3 | -1 | 0.5 | 2 | i | 22 | 0 | -1.4 | -19
CC1CN(S(=O)(=O)c2ccc(-c3nc4ccccc4s3)cc2)CC(C)O1 (stereo not drawn) | -8 | 0.1 | -2 | 0.7 | -8 | i | 10 | 3 | -3.3 | -3
CC(Sc1nnc(C2CC2)n1Cc1ccccc1)C(=O)N1CCNC1=O (stereo not drawn) | -5 | -0.4 | -1 | -0.7 | 0 | i | -1 | 5 | -1.6 | -2
O=C(/C=C/c1ccc2ccccc2c1)c1ccoc1 | 30* | -0.2 | 0 | 0.4 | -8 | i | 21 | 4 | 4.4 | 29
Cc1ccc(SCc2cc(=O)[nH]c(N3CCN(C)CC3)n2)cc1 | -8 | 0.4 | -3 | 0.7 | -2 | i | 1 | -2 | -1.5 | -2
O=C(CC1CC2CCC1C2)N1CCN(S(=O)(=O)c2ccccc2F)CC1 (stereo not drawn) | -3 | -0.2 | 4 | -0.4 | -8 | i | 3 | -1 | -0.8 | -4
NC(=S)N=Nc1c(O)[nH]c2ccccc12 | 2 | -0.1 | -3 | 2.5 | 6 | i | 7 | -12 | -1.7 | 1
O=C1c2ccccc2NC(c2ccccc2Cl)N1N=C1CCCCCC1 (stereo not drawn) | 1 | -0.1 | -2 | 0.5 | -9 | i | -5 | 3 | 1.4 | 2
N/C(=N/O)c1nc(N2CCCC2)nc(N(c2ccccc2)c2ccccc2)n1 | 4 | -0.1 | 0 | 0.2 | 5 | i | -3 | -4 | 0.7 | 3
CCC(=O)Nc1cc(-c2nn(CC(=O)N3CCCCC3)c(=O)c3ccccc23)ccc1N1CCOCC1 | 1 | -0.5 | 2 | -0.3 | -3 | i | 0 | -12 | -0.1 | -1
CN(CC(=O)NC1CCN(Cc2ccccc2)CC1)S(=O)(=O)c1ccc(Cl)s1 | 0 | -0.1 | -2 | -0.3 | 5 | i | 3 | 1 | 0.1 | 2
Cc1cc(C)cc(C(O)c2ncc(-c3ccc(Cl)cc3)[nH]2)c1 (stereo not drawn) | 4 | 2.4 | -2 | -0.4 | · | i | 18 | 4 | -1.0 | -1
C=CCOc1ccccc1CN1CCSCC1 | -4 | -0.6 | 1 | 0.8 | -1 | i | 1 | 3 | 0.2 | -1
O=C(Nn1c(-c2ccccc2)nc2ccccc2c1=O)C1CCC1 | -2 | 1.0 | 1 | -1.1 | -6 | i | 5 | -1 | -2.6 | -3
CCCCN(C(C)=O)c1ccc(S(=O)(=O)NC2=NCCCCC2)cc1NC(C)=O | -7 | -0.3 | 1 | -0.8 | 5 | i | 0 | -3 | -0.1 | -6

7 of the compounds above, in CSV form.
SMILES,NadD block,TbMetRS inhib,STEP block,MsrA inhibitor,Scp1 inh,Rpn11 block,DNMT1 block,SUMO1-SIM PPI,LMPTP block,CSN inh
Cc1ccc(SCc2cc(=O)[nH]c(N3CCN(C)CC3)n2)cc1,-8,0.4,-3,0.7,-2,i,1,-2,-1.5,-2
O=C(CC1CC2CCC1C2)N1CCN(S(=O)(=O)c2ccccc2F)CC1 (stereo not drawn),-3,-0.2,4,-0.4,-8,i,3,-1,-0.8,-4
NC(=S)N=Nc1c(O)[nH]c2ccccc12,2,-0.1,-3,2.5,6,i,7,-12,-1.7,1
O=C1c2ccccc2NC(c2ccccc2Cl)N1N=C1CCCCCC1 (stereo not drawn),1,-0.1,-2,0.5,-9,i,-5,3,1.4,2
N/C(=N/O)c1nc(N2CCCC2)nc(N(c2ccccc2)c2ccccc2)n1,4,-0.1,0,0.2,5,i,-3,-4,0.7,3
CCC(=O)Nc1cc(-c2nn(CC(=O)N3CCCCC3)c(=O)c3ccccc23)ccc1N1CCOCC1,1,-0.5,2,-0.3,-3,i,0,-12,-0.1,-1
CN(CC(=O)NC1CCN(Cc2ccccc2)CC1)S(=O)(=O)c1ccc(Cl)s1,0,-0.1,-2,-0.3,5,i,3,1,0.1,2
